Screening data (PubChem)
P. falciparum M17LAP = P. falciparum M17LAP inhibitors, primary screen, biochemical, fluorogenic H-Leu-NHMec substrate, 1536-well (AID 1619); recombinant M17LAP, H-Leu-NHMec fluorogenic kinetic assay; higher % means a stronger effect; one-dose inhibition, % at 30 µM; IC50 in µM for titrated hits; 0.38% of 220,000 active;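 active = compound inhibiting the enzyme by more than half at any dose during confirmatory dose-response retesting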;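 note: plate controls were full reaction with DMSO carrier for no effect and no enzyme background for full effect; strong numbers were not always called active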
SIAH1 antagonists = blockers of Siah-1 interaction with plectin peptide – biochemical, fluorescence polarization, rhodamine-plectin, uHTS, primary screen (AID 1817); Siah-1 / rhodamine-plectin peptide fluorescence polarization; higher % means a stronger effect; displacement, % at 20 µM, or IC50 in µM where a hit was titrated; 0.02% of 290,000 active;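 active = displacement of at least 50% at 20 µM, with a fluorescence ratio check between 0.3 and a set limit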;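 note: plate controls were Siah plus tracer with DMSO for no effect and tracer alone without Siah for full effect; strong numbers were not always called active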
PMI inhibitors = MPI enzyme activity inhibition – biochemical, fluorescence intensity, coupled assay, primary screen (AID 1209) | purified PMI enzyme, coupled fluorescence intensity; higher % means a stronger effect | one-dose inhibition, % at 20 µM; IC50 in µM for titrated hits | 0.42% of 190,000 active;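 note: plate controls were DMSO vehicle for no effect and wells lacking substrate for full effect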
human PMI inhibitors = MPI inhibition at elevated mannose 6-phosphate – biochemical, fluorescence intensity, high mannose 6-phosphate, primary screen (AID 1220) | inhibition, % at 20 µM, or IC50 in µM where a hit was titrated | 0.66% of 190,000 active | recombinant PMI enzyme, coupled fluorescence intensity; higher % means a stronger effect
TNAP activation fold = human TNAP enzyme activators, primary screen, biochemical, luminescent, no phosphate acceptor, uHTS (AID 1001). purified TNAP, luminescent activation assay, no phosphate acceptor; higher activation fold means a stronger effect. activation fold at 20 µM; hits with a dose series show EC50 in µM. 0.03% of 200,000 active; in the data active = activation fold from about 3, or a potency from the dose series; inactive = the rest, 99 in 100 with activation fold below about 1.6; note: many of its hits are not listed in these tables
Hep lipid drop = modulators of hepatic lipid droplet formation | 0.4% of 240,000 active | AML12 mouse hepatocytes, oleate lipid droplets, BODIPY imaging | inhibition, % at 6.5 µM | AID 1656;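 active = lipid droplet intensity inhibited by at least 50%, with more than 500 cells counted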
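material = mouse AML12 hepatocyte cell line, fixed after treatment | also added = 100 µM oleic acid challenge | doses = compound at 6.5 µM only | schedule = overnight exposure | technique = Image-based BODIPY and DAPI two-channel analysis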
P. falciparum M1AAP = P. falciparum M1AAP inhibitors, biochemical, fluorogenic H-Leu-NHMec substrate, 1536-well (AID 1445). recombinant M1AAP, H-Leu-NHMec fluorogenic kinetic assay; higher % means a stronger effect. inhibition, % at 30 µM, or IC50 in µM where a hit was titrated. 0.42% of 220,000 active;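 active = primary inhibition above the hit cutoff, then over 50% inhibition at one or more dose response concentrations, cut at about 23% in these data, passing the limit was not always enough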;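 note: plate controls were DMSO full reaction for no effect and no enzyme background for full effect; strong numbers were not always called active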
K1F lysis inhibition = inhibition of K1F phage lysis, E. coli UTI89, bacterial capsule biogenesis inhibitors, alamar blue (AID 488966). E. coli UTI89 K1F phage lysis, alamar blue, 2 h; higher % means a stronger effect. one-dose inhibition, % at 100 µM; IC50 in µM for titrated hits. 0.02% of 340,000 active;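 active = phage lysis inhibition, versus mean bacterial control, above a set limit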;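 note: capsule biogenesis inhibitors block K1F phage lysis so surviving cells raise fluorescence; higher fluorescence means more inhibition of phage lysis; actives were called in the ten point dose series up to 300 µM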
XIAP antagonists = small molecules displacing peptide from XIAP – biochemical, IAP family, fluorescence polarization (AID 1018); XIAP BIR domain, fluorescence polarization peptide displacement; higher % means a stronger effect; displacement, % at 20 µM; hits with a dose series show IC50 in µM; 0.007% of 200,000 active; in the data active = displacement above about 50%; note: a part of the inactive calls stands beside numbers as strong as those of hits
Hep lipid drop cells 6.5 µM = recorded beside Hep lipid drop, whose call it bears; cell count; measured here: cell count, cytotoxicity flag;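 cells counted across two imaged fields per well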
* hit, by the source's call; i = inactive; . = not tested or not shown; [ ] = dose if it differs, or a comment. Cut-off read from the data, not from the text of the source, unless noted: active = inhibition above about 50%; inactive = the rest.

SMILES	P. falciparum M17LAP	SIAH1 antagonists	PMI inhibitors	human PMI inhibitors	TNAP activation fold	Hep lipid drop	Hep lipid drop cells 6.5 µM	P. falciparum M1AAP	K1F lysis inhibition	XIAP antagonists
O=C1c2ccccc2C(=O)N1CCCc1nc(-c2ccccn2)no1	9%	1%	4%	5%	1	1	755	6%	0.6%	-4.4%
CC(C)Nc1nc(NC(C)C)nc(SCC(N)=O)n1	-13%	1%	2%	1%	1.1	3	649	-2%	0.8%	-9.6%
CCC(C(=O)Nc1c[nH]c(=O)[nH]c1=O)c1ccccc1 (stereo not given)	2%	0%	6%	1%	1	19	643	12%	0.2%	-7.0%
CC(=N)c1c(O)c2ccccc2oc1=O	-3%	-2%	.	.	.	-25	676	0%	0.2%	.
Cc1cc(N2CCC(C)CC2)nc(NCc2ccccc2)n1	-3%	-1%	7%	4%	1.1	.	.	-8%	0.9%	-4.5%
CC1CCCN(C(=O)COc2ccc(NC(=O)c3cccs3)cc2)C1 (stereo not given)	0%	11%	2%	1%	1.1	4	669	3%	-1.2%	4.9%
COC(=O)c1cc(=O)n(Cc2ccc(OC)cc2)c(=NCc2ccc(OC)cc2)s1	-8%	-8%	0%	1%	1	-20	693	-13%	0.1%	-17%
CCn1c(SCC(=O)Nc2nccs2)nnc1-c1ccc(C)cc1	12%	5%	-2%	-4%	0.9	4	663	3%	0.1%	-9.0%
C/C(=N\NC(=O)c1ccccc1O)C1C(=O)c2ccccc2C1=O	43%	-8%	2%	0%	0.4	11	782	13µM*	-0.6%	-5.7%
Cc1ccc(-n2nc(C)c3c(C)onc3c2=O)cc1	1%	0%	.	.	.	-6	740	5%	3.2%	.
OC1(c2cccnc2)CCN(Cc2nnnn2C2CCCCC2)CC1	6%	3%	10%	5%	1.1	.	.	2%	5.5%	-3.6%
CC(NC(=O)c1ccccc1NC(=O)c1ccco1)c1ccccc1 (stereo not given)	-6%	3%	9%	12%	1.1	9	699	4%	0.3%	-2.4%
O=C(COC(=O)c1ccccc1[N+](=O)[O-])c1ccc(C2CCCCC2)cc1	6%	-4%	6%	-1%	1.1	.	.	2%	-4.0%	-4.2%
CCC(C)CN1CCC(CO)(Cc2ccccc2Cl)CC1 (stereo not given)	13%	11%	12%	16%	1.1	18	789	2%	0.2%	4.1%
CN(C)C(=O)c1ccc(-n2cccn2)nc1	12%	-2%	-15%	-1%	1.1	.	.	3%	-1.2%	-7.3%
Cc1cccc(NC(=O)CSc2nnc(-c3ccc(S(=O)(=O)N4CCOCC4)cc3)n2C)c1	-10%	0%	5%	4%	1.1	.	.	4%	0.2%	1.3%
COc1cc(NS(=O)(=O)c2ccc(N=Cc3c(C)[nH]n(-c4ccccc4)c3=O)cc2)nc(OC)n1	28%	4%	9%	7%	1.1	0	714	7%	i	-0.5%
O=C(CCCc1ccccc1)NCCCN1CCOCC1	-4%	-1%	-7%	-4%	1	.	.	5%	0.7%	-1.9%
Cc1ccc(C(=O)N(CC(=O)NC2CCCCC2)c2ccccc2F)s1	12%	2%	9%	17%	1	-6	750	3%	-0.6%	-2.1%
O=C(NCc1ccc2c(c1)OCO2)C1CC(c2ccc(Cl)cc2)=NO1 (stereo not given)	2%	-5%	0%	-2%	1.1	.	.	0%	4.2%	-2.2%
Cc1ccc2[nH]c3c(c2c1)CCC3=O	-4%	-3%	6%	16%	1.1	.	.	0%	-0.1%	-4.4%
CCC(C)(C)n1nnnc1C(c1cccnc1)N1CCN(c2cccc(C(F)(F)F)c2)CC1 (stereo not given)	-14%	6%	3%	3%	1.1	.	.	-14%	-0.1%	-2.3%
O=C(CNC(=S)NC(=O)c1ccco1)c1ccccc1	6%	-3%	-16%	-19%	1	.	.	9%	-0.3%	-4.3%
COc1ccc2c(-c3cccnc3)cc(=O)[nH]c2c1	1%	2%	16%	14%	1.1	-4	730	3%	0.3%	-8.1%
COc1ccc(OC)c(C2C(C#N)=C(N)Oc3cc(C)[nH]c(=O)c32)c1 (stereo not given)	6%	-2%	2%	3%	1.1	3	855	5%	0.3%	-5.8%
Cc1cccc(NC(=O)NNC(=O)c2cc(-c3ccccc3Cl)nc3ccccc23)c1	-6%	-1%	5%	-1%	1	.	.	11%	0.1%	-4.7%
CC(=O)CCn1c(=O)n(CCC(C)=O)c(=O)n(CCC(C)=O)c1=O	-1%	-10%	-3%	-6%	1.1	-3	718	4%	-0.6%	0.6%
CC12COC3(C(=O)Nc4ccc([N+](=O)[O-])cc4)CC1CCC32C (stereo not given)	18%	4%	2%	-8%	1.1	11	748	6%	1.8%[50 µM]	3.9%
COC(=O)c1c(N)n(-c2ccc(NC(C)=O)cc2)c2nc3ccccc3nc12	-30%	0%	26%	14%	1	0	730	13%	-0.4%	10%
O=C(CSc1ncnc2c1sc1ccccc12)Nc1ccc(Br)cc1	17%	24%	7%	-3%	1.1	10	605	2%	0.7%[50 µM]	-1.7%

4 of these compounds in a different format:
Results follow in this order: P. falciparum M17LAP | SIAH1 antagonists | PMI inhibitors | human PMI inhibitors | TNAP activation fold | Hep lipid drop | Hep lipid drop cells 6.5 µM | P. falciparum M1AAP | K1F lysis inhibition | XIAP antagonists
- Cc1ccc2[nH]c3c(c2c1)CCC3=O
  -4% | -3% | 6% | 16% | 1.1 | . | . | 0% | -0.1% | -4.4%
- O=C(NCc1ccc2c(c1)OCO2)C1CC(c2ccc(Cl)cc2)=NO1 (stereo not given)
  2% | -5% | 0% | -2% | 1.1 | . | . | 0% | 4.2% | -2.2%
- O=C(CCCc1ccccc1)NCCCN1CCOCC1
  -4% | -1% | -7% | -4% | 1 | . | . | 5% | 0.7% | -1.9%
- COc1ccc2c(-c3cccnc3)cc(=O)[nH]c2c1
  1% | 2% | 16% | 14% | 1.1 | -4 | 730 | 3% | 0.3% | -8.1%

Continuation.
SMILES	P. falciparum M17LAP	SIAH1 antagonists	PMI inhibitors	human PMI inhibitors	TNAP activation fold	Hep lipid drop	Hep lipid drop cells 6.5 µM	P. falciparum M1AAP	K1F lysis inhibition	XIAP antagonists
O=C(CSc1ccc(-c2cccs2)nn1)N1CCCCC1	13%	12%	-14%	-17%	1	-3	659	-8%	0.1%	-1.7%
CCC(C)[C@H](NC(=O)NCc1ccco1)C(=O)O (stereo not given in full)	9%	-2%	-12%	-13%	1.1	.	.	-4%	-0.7%	-0.6%
C=COCCNC(=S)N1CCOCCOCCN(C(=S)NCCOC=C)CCOCCOCC1	4%	3%	-6%	-4%	1.1	-2	684	0%	-0.3%	0.3%
Cc1ccc(NC(=O)c2nccnc2C(=O)O)cc1C	0%	4%	-8%	-2%	1.2	.	.	1%	-1.5%	-1.0%
Cc1cc(C)n2c(SCC#N)nnc2n1	-7%	1%	6%	7%	1	10	554	14%	2.8%	-5.9%
CCCn1c(CCc2ccccc2)nnc1SCC(=O)N1CCOCC1	0%	4%	12%	8%	1.1	-3	647	2%	0.5%	-5.0%
Cc1ccc(S(=O)(=O)c2c(C)cc(C)nc2Cl)c(C)c1	-4%	-2%	8%	8%	1.1	-13	578	5%	-0.7%	-3.9%
CNc1ncnc(Sc2ccc(Cl)cc2)c1[N+](=O)[O-]	1%	-1%	.	.	.	-2	732	10%	.	.
O=C(COC(=O)C1CC1)Nc1ccc2c(c1)OCO2	-6%	3%	-6%	-8%	1.1	3	657	-2%	0.1%	-3.6%
CCOC(=O)C1(Cc2cccc(Cl)c2)CCCN(C(=O)c2cccc(C)n2)C1 (stereo not given)	-2%	-2%	18%	12%	1	-29	655	4%	0.0%	-3.6%
CCC(=O)c1ccc(OCC(O)CN2CCOCC2)cc1 (stereo not given)	11%	2%	16%	7%	1.1	0	785	3%	1.3%	-3.2%
NC(=NCCc1ccccc1)NS(=O)(=O)c1ccccc1	5%	14%	-6%	-5%	1.1	0	610	-1%	-1.4%	1.2%
CCN(CC)S(=O)(=O)c1ccc(Cl)c(NC(=O)COC(=O)c2c(C)noc2C)c1	-1%	-1%	6%	-6%	1.2	-7	554	6%	3.6%	-6.3%
CC(C)C(=O)O/N=C1\CCS(=O)(=O)c2sccc21	2%	5%	-1%	-4%	1.1	-17	655	-1%	-0.3%	-4.1%
CN(CCO)C(=O)CCC(=O)Nc1ccc(S(N)(=O)=O)cc1	-4%	0%	5%	-1%	1.1	.	.	9%	-0.4%	-6.2%
CCc1ccc2c(c1)c1nnc(NN)nc1n2C	10%	-3%	.	.	.	23	682	9%	0.7%	.
Cc1ccc(NCc2nnc(SCC(N)=O)o2)c(C)c1	4%	2%	1%	-1%	1.1	16	784	7%	0.2%	-3.8%
Cc1ccc(-c2cc(-c3nnc(SCC(=O)N(C)CCC#N)n3N)c3ccccc3n2)cc1	2%	2%	-4%	-1%	1.1	.	.	4%	0.6%	1.0%
O=C(c1nc2ccccc2s1)N1CCN(c2ccccn2)CC1	-1%	4%	4%	6%	1.1	2	748	2%	0.4%	0.9%
COc1ccc(N2CCN(C(=O)c3cc(-c4cccs4)nc4ccccc34)CC2)cc1	4%	2%	8%	14%	1.1	-13	705	3%	-0.2%	-5.9%
COCCNC(=O)C(c1ccc(C)o1)N(Cc1ccc(F)cc1)C(=O)Cn1nnc2ccccc21 (stereo not given)	-3%	4%	-4%	-2%	1.1	-20	760	-1%	-2.0%	-8.5%
CC(C)CC(=O)NNC(=S)Nc1ccc(S(N)(=O)=O)cc1	6%	0%	47%	29%	1.6	8	721	-14%	0.2%	1.2%
CCc1cc2c(SCC(=O)N(C)C3CCS(=O)(=O)C3)ncnc2s1 (stereo not given)	8%	-6%	.	.	.	-44	661	0%	0.2%	.
O=C(NC(=S)Nc1ncccn1)c1ccccc1Cl	-10%	6%	-6%	-10%	1	-24	586	4%	3.7%[50 µM]	-0.7%
COc1ccc(OCCCC(=O)Nc2cccc(SC)c2)cc1	1%	10%	16%	13%	1.2	19	575	1%	3.1%	-2.8%
CCCC(=O)Nc1ccccc1N1CCN(C(=O)C(C)C)CC1	-5%	-4%	-2%	0%	1.1	.	.	0%	1.2%	-2.3%
CCC(=O)NCCn1ccc2ccccc21	-2%	1%	3%	2%	1.1	7	665	-2%	-0.1%	3.5%
CC(=O)Nc1ccc(/C=N/N2C(=O)NC(C)(c3ccc(OC(F)F)cc3)C2=O)cc1 (stereo not given)	-1%	0%	-2%	2%	1.2	1	608	2%	0.0%	-7.7%
C(=N\Nc1ccccn1)/c1ccc(N2CCOCC2)cc1	-5%	-3%	10%	24%	1	-10	675	9%	1.0%	-5.5%
CCCC(=O)Nc1ccc(C(=O)N/N=C2\CC(=O)CC(C)(C)C2)cc1	9%	6%	-2%	-6%	1.1	-11	746	0%	-0.2%	-4.4%
O=C(c1cc([N+](=O)[O-])ccc1Cl)N1CCN(c2ccccc2)CC1	-10%	3%	-2%	-4%	1.4	4	686	-2%	1.8%[50 µM]	-4.3%
COc1cc(/C=N/NC(=O)CCc2c(C)n[nH]c2C)ccc1O	9%	1%	5%	0%	1.1	9	802	6%	0.5%	-4.7%
